HTT ATP protect = Huntington cell model cytoprotection by ATP luminescence. PC12 HTT-Q103 induced, cytoprotection, ATP luminescence, 40 h. Potency, µM (doses to about 56.4 µM), without a hit: cytoprotection (ATP increase), actives largely listed as activators. 0.14% of 230,000 active. AID 1471;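 further: potency means the concentration at half of the fitted maximal effect; % of control where 0% means no effect; nearly all actives have a fitted effect of over 45% in size; toxic huntingtin expression switched on by the ecdysone agonist tebufenozide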
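Compounds added alongside 100 nM tebufenozide, which induces toxic Q103 huntingtin exon 1-GFP in stable PC12 cells; surviving cells quantified by luminescent ATP measurement. Medium: phenol red-free DMEM, 5% equine and 5% calf serum.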
CBFb-RUNX1 inh = inhibitors of human CBF-beta and RUNX1 interaction | AlphaScreen CBFb-His/RUNX1-biotin binding, biochemical | 230,000 tested, under 10 active | Q01196+Q13951 | Potency, µM (doses to about 59.8 µM), without a hit: at the highest dose activity, negative = inhibition, usual class: inhibitors; further: % of control where 0% means no effect
Target sequence (Q01196 whole entry, looked up): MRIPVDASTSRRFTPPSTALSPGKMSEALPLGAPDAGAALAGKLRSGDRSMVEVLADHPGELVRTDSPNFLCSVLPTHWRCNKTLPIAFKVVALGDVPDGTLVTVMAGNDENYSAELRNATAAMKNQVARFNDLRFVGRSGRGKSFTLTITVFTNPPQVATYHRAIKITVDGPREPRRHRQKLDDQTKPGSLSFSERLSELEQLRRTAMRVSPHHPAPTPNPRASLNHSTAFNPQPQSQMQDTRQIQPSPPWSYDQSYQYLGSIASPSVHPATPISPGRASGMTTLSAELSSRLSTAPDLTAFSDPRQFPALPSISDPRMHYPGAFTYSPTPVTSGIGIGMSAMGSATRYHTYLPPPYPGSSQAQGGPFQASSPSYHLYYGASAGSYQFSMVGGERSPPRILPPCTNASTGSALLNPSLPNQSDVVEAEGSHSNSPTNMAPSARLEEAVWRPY
Target sequence (Q13951 whole entry, looked up): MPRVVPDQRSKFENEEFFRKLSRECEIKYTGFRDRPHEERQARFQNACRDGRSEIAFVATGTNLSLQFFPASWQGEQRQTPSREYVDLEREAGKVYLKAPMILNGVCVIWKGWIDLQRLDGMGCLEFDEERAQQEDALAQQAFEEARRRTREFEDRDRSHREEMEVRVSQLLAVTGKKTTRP
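Bead-based AlphaScreen assay; binding partners His-tagged CBF-beta and biotinylated RUNX1 at 30 nM each. Compound exposure 15 min after a 20-min protein preincubation; bead step 90 min; all steps at room temperature.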
HttQ103 aggreg = mutant huntingtin aggregation inhibition; AID 1688; PC12 HttQ103-GFP aggregates, Acumen cytometry, 40 h; 1.1% of 220,000 active; Potency, µM (doses to about 46.1 µM), for inactives: at the highest dose activity change, negative = inhibition, most hits filed as inhibitors; further: potency means the concentration at half of the fitted maximal effect; on the % scale 0 is the no-effect control and ±100 the full control effect; nearly all actives have a fitted effect of over 60% in size
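Ecdysone-promoter PC12 model expressing HTT exon 1 Q103 fused to GFP, induced by tebufenozide at 100 nM final. Compounds titrated; aggregates sized 1–25 µm scored on a 488 nm laser cytometer.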
GAA glycogen mod = GAA glycogen-cleavage inhibition or activation; recombinant GAA, glycogen substrate, Amplex Red glucose oxidase fluorescence; Potency, µM (highest dose often 76.4 µM), for the others: top-dose activity change, negative = inhibition, actives largely listed as inhibitors; 0.38% of 300,000 active; AID 2100;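 further: potency means the concentration at half of the fitted maximal effect; 0% = full enzyme reaction and -100% = no-enzyme basal signal; the screen sought inhibitors and activators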
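Recombinant human alpha-glucosidase (4 nM final) hydrolysed bovine liver glycogen (30 ug) for 40 min at 37 C in pH 5.0 citrate/phosphate with 0.01% Tween-20. Released glucose detected by glucose oxidase/Amplex Red, Ex 573/Em 610 nm. Compounds up to 77 uM; AC50 from Hill fits.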
GAA spleen mod = lysosomal alpha-glucosidase (human) modulation. 0.006% of 240,000 active. Potency, µM (top dose mostly 79.9 µM), inactives show at the highest dose activity change, negative = inhibition, actives largely listed as inhibitors. human spleen homogenate, 4-MU-alpha-glucoside fluorescence;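 further: potency means the concentration at half of the fitted maximal effect; 0% = enzyme with vehicle and -100% = no enzyme basal signal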
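Compounds were titrated against alpha-glucosidase in spleen homogenate at pH 5.0, with 1 mM 4-methylumbelliferyl substrate for 40 min at 37 C. Reactions were quenched with pH 10 NaOH/glycine and fluorescence measured.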
GAA inh = inhibitors of human lysosomal alpha-glucosidase. purified human GAA, 4-MU-alpha-glucoside fluorescence. Potency, µM (highest dose often 76.9 µM), inactives show at the highest dose activity change, negative = inhibition, hits mostly inhibitors. 0.005% of 200,000 active;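 further: potency means the concentration at half of the fitted maximal effect; plate controls were uninhibited enzyme wells for no effect and no-enzyme background for full effect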
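Compounds are titrated up to 77 uM against 4 nM human enzyme. Substrate 4-methylumbelliferyl-alpha-D-pyranoside (400 uM) reacts 20 min at room temperature in pH 5.0 buffer; liberated 4-methylumbelliferone is read at 440 nm.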
LMNA splice mod = modulators of lamin A splicing; 0.01% of 200,000 active; Potency, µM (series often up to 46.1 µM), for the others: at the highest dose ratio change, negative = inhibition, hits mostly inhibitors; HeLa LMNA splicing GFP/RFP minigene ratio, 48 h; active means well fitted inhibition curve with a large enough effect in the signal ratio, with a control signal flat, not every such curve was filed as active; inconclusive means small, poorly fitted or top-dose-only effect, or effect the other way, or a change in a side signal; the % refers to the signal ratio; further: potency means the concentration at half of the fitted maximal effect; on the % scale 0 is the no-effect control and ±100 the full control effect
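Read-out is the ratio of GFP to DsRed2 object intensity, acquired by 488 nm laser-scanning cytometry on HeLa lamin A-EGFP minigene reporter cells. Compound incubation 48 hrs at 37 °C in Opti-MEM with 2% FBS; DMSO 0.5% final.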
Starred values were filed as active, the others as inactive; ? = inconclusive; . = no result given; [ ] = another dose, or the depositor's remark. Unless noted, the call rests on the fitted dose curve; in most records, active means well fitted curve in the direction sought with a large enough effect; inconclusive means small, poorly fitted or top-dose-only effect, or another doubt; inactive means no such curve, though single readings can be large; an effect the other way counts as inactive or inconclusive.

SMILES	HTT ATP protect	CBFb-RUNX1 inh	HttQ103 aggreg	GAA glycogen mod	GAA spleen mod	GAA inh	LMNA splice mod
COc1ccccc1OCc1ccc(C(=O)n2nc(C)c(Cl)c2C)o1	12%[10 µM]	26%	1%	-2%	-3%	1%	3%
COc1ccccc1C1(CC(=O)N2CCCCC2)CCOC(C(C)C)C1 (centres undefined)	-10%	-4%	-15%	-15%	-6%	1%[15.4 µM]	?
Cc1c(O)ccc2c(CN(C)Cc3ccccc3)cc(=O)oc12	32%[10 µM]	3%	17%[9.22 µM]	-7%	3%	.	.
COC(=O)CSC1=C(C#N)C(c2ccc(C)cc2)C2=C(CCCC2=O)N1 (centres undefined)	-11%[4.97 µM]	3%	-5%	28%	5%	1%	-3%
c1ccc(CSc2nnnn2-c2ccc3c(c2)OCCO3)nc1	-14%	11%	-11%	0%	-5%	?	-8%
CCOC(=O)c1c(C)c(C(=O)N2CCN(c3ccc(F)cc3)CC2)c(C)n1C	-13%	-2%	-13%	5%	12%	9%	26%[9.22 µM]
CCN(C(=O)COC(=O)c1cc(-c2ccccc2)nc2c1c(C)nn2-c1ccc(C)cc1)C1CCS(=O)(=O)C1 (centres undefined)	15%[10 µM]	4%	-4%	-4%	6%	-4%	-1%
CC(C)Cc1nc2oc3c(NCC4CCCO4)ncnc3c2c2c1CCC2 (centres undefined)	-27%[0.074 µM]	8%	?	1%	1%	?	?
CC(/C=N/NC(=O)c1cccs1)=C\c1ccco1	-69%[inhibitor]	-13%	6%	-8%	2%	-7%	-8%[46 µM]
O=C(CN1C(=O)NC(c2ccccc2)(c2ccccc2)C1=O)Nc1cccnc1Cl	-2%[10 µM]	-3%	12%	23%	-10%	12%	7%[46 µM]
COCCNC(=O)C(c1cccc(OC)c1)N(C(=O)Cn1nnc2ccccc21)c1cccnc1 (centres undefined)	14%[10 µM]	14%	-7%[9.22 µM]	-6%	3%	-4%	-1%
c1ccc(-n2cccc2)c(N2CCCCC2)c1	11%[10 µM]	-2%	18%[9.22 µM]	8%	1%	.	.
Cc1cccc(OCc2nnc(SCc3cc(=O)[nH]c4ccccc34)n2-c2ccccc2)c1	3%[10 µM]	4%	-29%	17%	-6%	?	-2%
CCN(CC)CCNC(=O)c1c(O)c2cccc3c2n(c1=O)CCC3	-28%[0.074 µM]	2%	-25%	-9%	-7%	3%	-3%
c1ccc(Nc2nnc(SCc3cccc4ccccc34)s2)cc1	19%[10 µM]	-4%	14%	-6%	-2%	-5%	?
OC1(C#CCN2CCCC2)c2ccccc2-c2ccccc21	29%[10 µM]	1%	21%[9.22 µM]	3%	6%	-9%[15.4 µM]	.
O=S(=O)(c1cnccc1N1CCN(/N=C/c2ccc(Cl)cc2)CC1)N1CCCCC1	4%	4%	-6%	2%	3%	1%	-3%
CSc1ccc(S(=O)(=O)NCc2ccc(Cl)cc2Cl)cc1	3%	9%	-14%[9.22 µM]	-9%	-7%	-6%	1%
COc1ccc(S(=O)(=O)Nc2ccc(Cl)cn2)c(C)c1C	2%[10 µM]	7%	6%	3%	1%	-2%	?
CC1(C)Cc2c(sc3nn[nH]c(=O)c23)CO1	-9%	4%	3%	1%	4%	4%	3%
COCCOC(=O)c1c(NC(=O)CN2c3ccccc3CC2C)sc(C(N)=O)c1C (centres undefined)	-19%	-24%	5%	-12%	1%	-4%	0%[46 µM]
Cc1ccc(-c2nn(-c3cccc(F)c3)cc2CN2CCN(c3ccccn3)CC2)o1	-3%[10 µM]	-20%	3%[9.22 µM]	0%	-1%	5%[15.4 µM]	-23%[46 µM]
CCCn1nnc(NC(=O)/C=C/c2ccc(C(C)C)cc2)n1	-2%[10 µM]	8%	23%[9.22 µM]	7%	4%	2%[15.4 µM]	.
CCCN1C(=O)/C(=C/c2ccc(C)o2)SC1=Nc1ccc(OCC)cc1	1%	-5%	28%	6%	-12%	-5%	0%
COc1ccccc1-n1cnnc1SCC(=O)NCc1cccs1	25%	1%	27%	-4%	8%	-5%	4%

Reformatted bar-delimited: part of the list above
SMILES | HTT ATP protect | CBFb-RUNX1 inh | HttQ103 aggreg | GAA glycogen mod | GAA spleen mod | GAA inh | LMNA splice mod
CCN(CC)CCNC(=O)c1c(O)c2cccc3c2n(c1=O)CCC3 | -28%[0.074 µM] | 2% | -25% | -9% | -7% | 3% | -3%
CCOC(=O)c1c(C)c(C(=O)N2CCN(c3ccc(F)cc3)CC2)c(C)n1C | -13% | -2% | -13% | 5% | 12% | 9% | 26%[9.22 µM]

Remaining list, next part.
SMILES	HTT ATP protect	CBFb-RUNX1 inh	HttQ103 aggreg	GAA glycogen mod	GAA spleen mod	GAA inh	LMNA splice mod
Cc1ccc(-n2nc(C)cc2NC(=O)CC#N)cc1	-9%[10 µM]	-7%	-7%	1%	4%	4%	21%[46 µM]
Cc1cc(C(=O)O)ccc1N/C=C1\CCCC(C)C1=O (centres undefined)	-32%	-2%	8%	-1%	2%	-7%	-1%
Cc1cc(C)n(C(=O)c2cc3ccccc3c(=O)o2)n1	-8%	-1%	1%	2%	-1%	-7%	-6%
N#CCCn1cnc2c(=S)nc[nH]c21	-5%	4%	6%	-3%	-4%	10%	18%
CC(C)N(Cc1ccccc1)C(=S)Nc1cccnc1	10%[10 µM]	3%	-13%	6%	6%	?	13%[46 µM]
COc1ccc(CNC(=O)COC(=O)c2ccc3c(c2)OCCO3)cc1	-2%[10 µM]	0%	-1%	-7%	8%	-12%	3%
COCC1CCN(Cc2cn(Cc3ccccc3)nc2-c2cc3ccccc3o2)CC1	-96%[inhibitor][10 µM]	6%	?	12%	-3%	9%	.
CN1C(=O)CSc2ccc(NC(=O)Nc3ccccn3)cc21	28%[0.074 µM]	-1%	?	-7%	-7%	1%	?
COc1ccc(Nc2nnc(C)c(=O)[nH]2)c(OC)c1	5%[10 µM]	9%	12%[9.22 µM]	-2%	3%	.	.
O=C(/C=C/c1ccccc1)C1=C(O)C(=O)N(CCO)C1c1ccccc1[N+](=O)[O-] (centres undefined)	13%[10 µM]	-1%	13%[9.22 µM]	12%	0%	?	16%[46 µM]
CCCOC(=O)c1cc2ccccc2oc1=O	-4%	3%	-21%	4%	6%	-4%	9%
CCOc1ccccc1N(CC(=O)Nc1cc(OC)ccc1OC)S(C)(=O)=O	16%	3%	6%	3%	-7%	?	-7%
CCOc1ccc2nc(NC(=O)C(CC)Sc3nc(C)cc(=O)[nH]3)sc2c1 (centres undefined)	-18%[0.074 µM]	-6%	8%	-5%	-4%	-1%	8%
O=C(Cn1c(-c2cscn2)nc2ccccc21)Nc1ccc2ccccc2c1	0%	-8%	-4%	0%	3%	-4%	?
CCOC(=O)/C=c1\s/c(=C(\C#N)C(=O)OCC)n(-c2ccccc2)c1=O	-33%	-9%	24%	8%	-6%	-6%	7%
c1ccc2[nH]c(SCCN3CCOCC3)nc2c1	-21%	-4%	-1%	-10%	6%	6%	-2%
CSC1=NS(=O)(=O)c2c(C)nn(C)c2S1	10%[10 µM]	0%	13%[9.22 µM]	-6%	-7%	.	.
COC(=O)CSc1nnc(Cc2ccccc2)n1-c1ccc(C)cc1	-4%[10 µM]	2%	-7%	1%	6%	-6%	8%
COCCN(C(=O)CSc1nc2ccccc2c(=O)n1CC(C)C)c1c(N)n(Cc2ccccc2)c(=O)[nH]c1=O	-47%	-25%	9%	7%	4%	4%	.
Clc1ccc(-c2nnc3sc(Cc4cccs4)nn23)c(Cl)c1	-24%	-7%	-17%	1%	5%	-4%	-13%
CS(=O)(=O)N1CCN(c2ccccc2NC(=O)c2ccc([N+](=O)[O-])o2)CC1	-29%	12%	?	12%	4%	?	?
O=C(O)c1ccc(/C=N/NC(=O)c2cc(-c3cccs3)nc3ccccc23)cc1	-11%[10 µM]	11%	-7%	9%	-4%	?	-4%
O=C(CN1CCOCC1)Nc1ccc(-c2nc3ccccc3[nH]2)cc1	-50%[inhibitor]	1%	6%	2%	-13%	5%	9%
CCc1cc(CNC(=O)CC2C(=O)NCCN2CC2CCCCC2)on1 (centres undefined)	1%[10 µM]	2%	1%[9.22 µM]	-2%	-1%	10%	11%[46 µM]
CCN(CC)C(=O)CSc1nnc(SCc2ccc(Cl)cc2)s1	2%	-11%	-25%	7%	5%	2%	-4%

Record cards, as listed above. Screens in order: HTT ATP protect | CBFb-RUNX1 inh | HttQ103 aggreg | GAA glycogen mod | GAA spleen mod | GAA inh | LMNA splice mod
`N#CCCn1cnc2c(=S)nc[nH]c21` as listed: -5% | 4% | 6% | -3% | -4% | 10% | 18%
`COCCN(C(=O)CSc1nc2ccccc2c(=O)n1CC(C)C)c1c(N)n(Cc2ccccc2)c(=O)[nH]c1=O` as listed: -47% | -25% | 9% | 7% | 4% | 4% | .
`c1ccc(CSc2nnnn2-c2ccc3c(c2)OCCO3)nc1` as listed: -14% | 11% | -11% | 0% | -5% | ? | -8%
`CCc1cc(CNC(=O)CC2C(=O)NCCN2CC2CCCCC2)on1` (centres undefined) as listed: 1%[10 µM] | 2% | 1%[9.22 µM] | -2% | -1% | 10% | 11%[46 µM]
`CC1(C)Cc2c(sc3nn[nH]c(=O)c23)CO1` as listed: -9% | 4% | 3% | 1% | 4% | 4% | 3%

Other records
SMILES	HTT ATP protect	CBFb-RUNX1 inh	HttQ103 aggreg	GAA glycogen mod	GAA spleen mod	GAA inh	LMNA splice mod
COc1ccc(-n2cc(CNCCc3cnc[nH]3)c(-c3cccc(F)c3)n2)cc1	-15%[10 µM]	-2%	-3%[9.22 µM]	-2%	4%	14%	.
O=C(CSc1nc(O)cc(=O)n1-c1ccccc1)Nc1ccc2c3c(cccc13)CC2	.	2%	28%	-6%	3%	-8%	?
Cc1nc2n[nH]c(N)c2c2c1CCCC2	-17%[10 µM]	4%	-5%[9.22 µM]	-28%	-6%	.	.
COc1ccc(Cl)cc1N1C(=O)CC(Sc2ccccc2N)C1=O (centres undefined)	0%[10 µM]	7%	-6%[9.22 µM]	0%	-4%	.	.
COc1ccc(OC)c(C2=NOC(C(=O)Nc3ccccc3SC)C2)c1 (centres undefined)	-1%	1%	-26%	-10%	0%	6%	-6%
Cc1nnc(SCc2nc3ccccc3nc2C)s1	5%	0%	10%	-3%	4%	-2%	-1%

Assay outcomes: PubChem, National Center for Advancing Translational Sciences (NCATS)
